SIAE inh: human SIAE inhibitors, primary screen, biochemical, fluorescence polarization, FP-Rh probe, 1536-well HTS. SIAE FP-Rh probe binding. inhibition, % at 9.66 µM. actives 0.69% (n = 370,000);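 active = inhibition above a cutoff: mean of compounds within the control limits plus 3 SD of those, cut at about 17% in these data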;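 note: 0% = plate median of compound wells and 100% = probe without SIAE protein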
Target sequence (Q9HAT2 whole entry, looked up): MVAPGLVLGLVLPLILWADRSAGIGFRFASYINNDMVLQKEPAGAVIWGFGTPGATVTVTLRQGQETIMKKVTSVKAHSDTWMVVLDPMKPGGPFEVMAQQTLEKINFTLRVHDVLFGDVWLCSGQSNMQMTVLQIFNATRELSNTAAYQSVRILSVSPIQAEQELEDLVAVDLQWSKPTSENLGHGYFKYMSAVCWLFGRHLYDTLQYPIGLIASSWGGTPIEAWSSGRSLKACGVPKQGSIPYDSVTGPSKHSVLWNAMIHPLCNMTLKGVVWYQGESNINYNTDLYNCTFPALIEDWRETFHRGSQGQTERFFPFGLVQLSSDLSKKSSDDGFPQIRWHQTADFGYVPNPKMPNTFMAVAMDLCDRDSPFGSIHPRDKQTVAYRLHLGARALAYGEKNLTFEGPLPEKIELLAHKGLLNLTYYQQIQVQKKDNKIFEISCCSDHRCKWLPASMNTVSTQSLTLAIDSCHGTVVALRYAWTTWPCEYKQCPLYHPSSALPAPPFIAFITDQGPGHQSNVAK
GC-B act: human GC-B receptor activators, primary screen, HEK293 GC-B cells, cGMP TR-FRET, EC30 CNP; 0% at EC30 CNP, 100% saturating CNP; activation, % at 10 µM; actives 0.11% (n = 370,000);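 active = activation at 10 µM reaching about 35% in either raw or pattern-adjusted values, limit read from the data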
TDP2 absorb: human TDP2 enzyme inhibitors, primary screen, biochemical, epi absorbance, recombinant enzyme; Tyrosyl-DNA phosphodiesterase 2 (Homo sapiens), O95551; T5PNP hydrolysis, p-nitrophenol absorbance 415 nm; inhibition, % at 12.8 µM; actives 0.34% (n = 370,000);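 active = inhibition above the mean of all tested compounds plus 3 SD, set per campaign, cut at about 25% in these data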;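 note: 0% = DMSO with enzyme and 100% = buffer with substrate but no TDP2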
Target sequence (O95551 whole entry, looked up): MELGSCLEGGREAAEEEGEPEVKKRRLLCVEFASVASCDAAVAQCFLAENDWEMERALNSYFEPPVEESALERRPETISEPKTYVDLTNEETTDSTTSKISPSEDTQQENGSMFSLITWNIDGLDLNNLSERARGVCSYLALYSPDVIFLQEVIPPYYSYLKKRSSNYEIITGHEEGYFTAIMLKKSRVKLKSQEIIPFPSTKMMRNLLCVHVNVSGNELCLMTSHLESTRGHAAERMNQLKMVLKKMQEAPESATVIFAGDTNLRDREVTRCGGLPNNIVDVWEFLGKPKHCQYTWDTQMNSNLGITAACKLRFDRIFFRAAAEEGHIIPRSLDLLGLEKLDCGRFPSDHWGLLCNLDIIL
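Test system: human TDP2 enzyme; Input: 120 nM TDP2 per well; Buffer or medium: Mg2+-containing Tris-HCl buffer, pH 7.5; Reagent: 5 mM T5PNP; Dosing: 12.8 µM single point, 1% DMSO; Incubation: reaction 2 h, 37 °C; Detection: p-Nitrophenol epi absorbance; Read-out: % inhibition relative to enzyme-containing and enzyme-free wells; Replicates: single well per compound.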
LEDGF integ inh: blockers of LEDGF/p75-dependent integrase strand transfer – biochemical, TR-FRET, high throughput, primary screen; HIV-1 integrase (with human LEDGF/p75); TR-FRET IN-LEDGF/p75 DNA integration, Eu/Cy5; inhibition, % at 3.7 µM; AID 743269, 2014; actives 0.64% (n = 370,000);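 active = inhibition above the screen-wide mean plus 3 SD, cut at about 13% in these data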;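 note: signal is the Cy5 over europium emission ratio at 671 and 618 nm; 0% = plate median of compound wells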
PRMT1 inh: PRMT1 methyltransferase inhibitors, primary screen, biochemical, fluorescence polarization | Protein arginine N-methyltransferase 1 (Homo sapiens), Q99873 | recombinant PRMT1, activity-based probe fluorescence polarization | inhibition, % at 2.79 µM | actives 1.3% (n = 370,000) | AID 652257, 2013;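 active = inhibition above about 21% made by adding two undisclosed values, limit read from the data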
ABHD4 inh: ABHD4 inhibitors, primary screen, biochemical, fluorescence polarization, mouse. actives 0.54% (n = 370,000). purified mABHD4, FP-Rh probe fluorescence polarization. (Lyso)-N-acylphosphatidylethanolamine lipase (Mus musculus), Q8VD66. inhibition, % at 8.92 µM;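 active = inhibition exceeding the mean over every tested compound plus 3 SD, cut at about 30% in these data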;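 note: 0% = plate median of compound wells and 100% = S159A mutant with DMSO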
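Test system: mouse ABHD4 enzyme, wild type. Reagent: FP-Rh fluorescent activity-based probe, added after compound pre-incubation. Timing: pre-incubation 45 min, probe exposure 60 min, at 25 °C. Technique: FP readout, ex 525 nm / em 598 nm. Benchmarks: high control S159A mutant with DMSO, low control median of compound wells.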
TCR CD3 inh: inhibitors of human TCR-CD3 interaction, primary screen, biochemical, fluorescence, TAMRA-labeled TCR probe; AID 651800, 2012; inhibition, % at 9.4 µM; T-cell receptor (TCR); actives 0.37% (n = 360,000); in the data active = inhibition above about 19%;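 note: recombinant mutant TCR 2C K166C tagged with TAMRA read by polarization; 0% = receptor in buffer alone and 100% = receptor with positive control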
HTRA1 inh: HTRA1 serine protease inhibitors, primary screen, biochemical, fluorescence polarization, HTS. Q92743. recombinant HTRA1, FP-rhodamine activity-based probe. inhibition, % at 5.96 µM. actives 0.5% (n = 340,000); in the data active = inhibition above about 36%;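 note: 0% = enzyme with DMSO and 100% = wells lacking enzyme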
MBD2 DNA inh: inhibitors of MBD2 binding to methylated DNA, primary screen, biochemical, TR-FRET, DNA-binding domain, human | Methyl-CpG-binding domain protein 2 (Homo sapiens), Q9UBB5 | MBD2 binding to methylated oligonucleotide | inhibition, % at 4.4 µM | actives 0.31% (n = 370,000); in the data active = inhibition above about 13%
rCAG binder: binders of r(CAG) RNA repeats, primary screen, biochemical, fluorescence. inhibition, % at 3 µM. r(CAG) RNA repeat, TO-PRO-1 dye displacement fluorescence. actives 1.3% (n = 370,000);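 active = inhibition above the plate cutoff, the mean of all test compounds on that plate plus 3 SD, cut at about 35% in these data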;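 note: 0% = DMSO alone and 100% = 100 µM mitoxantrone as full dye displacement; higher means more dye released from RNA so lower well fluorescence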
Numbers without * were called inactive; nt = no result given.

SMILES	SIAE inh	GC-B act	TDP2 absorb	LEDGF integ inh	PRMT1 inh	ABHD4 inh	TCR CD3 inh	HTRA1 inh	MBD2 DNA inh	rCAG binder
CC1CCN(C(C(=O)NC2CCCCC2)c2cc3c(cc2[N+](=O)[O-])OCO3)CC1 (stereo not given)	5	3	3	2	3	8	-5	-2	2	-1
Cc1cc(C)nc(SCC(=O)Nc2ccc(Br)cn2)n1	1	-3	1	-2	-1	6	1	2	1	-4
CC(=O)Nc1ccc(S(=O)(=O)NCC2(N3CCOCC3)CCCCC2)cc1	3	1	-10	-1	-4	5	-3	-9	-2	-1
COc1ccc(NC2=CC(c3cccc(OC)c3)N(c3ccc(OC)cc3)C2=O)cc1 (stereo not given)	3	-2	-2	1	0	2	3	0	1	9
O=C(NCc1ccc(Cl)cc1)C1C2C=CC3(CN(Cc4cccnc4)C(=O)C13)O2 (stereo not given)	-6	-1	5	-2	-2	3	0	4	2	-2
Cc1cc(Nc2nnnn2-c2ccccc2)n(-c2ccc(Cl)cc2)n1	5	5	0	0	0	-13	-1	-3	-3	17
NC(=O)c1ccsc1NC(=O)c1ccc(N2CCCC2=O)cc1	-15	-1	4	3	-1	-7	3	-14	3	12
O=C(/C=C/c1ccc(Cl)cc1)Nc1ccccc1N1CCOCC1	-2	-2	-6	-4	0	20	-3	-5	-1	2
CCCOc1ccc(C(O)C(CN2CCOCC2)c2ccccc2)cc1 (stereo not given)	16	3	3	-1	0	3	-3	0	1	-9
CC(=O)Nc1ccc(S(=O)(=O)Nc2cccc(C(=O)Nc3ccccc3C(=O)O)c2)cc1	-17	8	1	-4	2	-16	5	-4	1	47*
O=C(CCc1ccccc1)Nc1ccc(NC(=O)c2ccco2)cc1	5	-2	9	3	0	3	6	-9	1	-3
Cc1ccc(S(=O)(=O)Nc2ccc3cn[nH]c3c2)cc1	-2	-2	2	-3	1	1	-11	-2	1	47*
CN(C)S(=O)(=O)c1cccc(NC(=O)COC(=O)c2cc(-c3cccc(Br)c3)nc3ccccc23)c1	0	1	-4	-3	0	-8	83*	-12	4	17
Cc1cc(C)c(C(=O)Cn2nc(C(=O)O)c3ccccc3c2=O)cc1C	-9	-2	-33	2	-4	-8	8	-9	-3	3
COCCNC(=O)C1CCCN(c2ncccn2)C1 (stereo not given)	-4	0	0	1	-1	12	-2	11	2	2

Six entries picked at random from the list so far:
SMILES	SIAE inh	GC-B act	TDP2 absorb	LEDGF integ inh	PRMT1 inh	ABHD4 inh	TCR CD3 inh	HTRA1 inh	MBD2 DNA inh	rCAG binder
Cc1ccc(S(=O)(=O)Nc2ccc3cn[nH]c3c2)cc1	-2	-2	2	-3	1	1	-11	-2	1	47*
COCCNC(=O)C1CCCN(c2ncccn2)C1 (stereo not given)	-4	0	0	1	-1	12	-2	11	2	2
Cc1cc(C)nc(SCC(=O)Nc2ccc(Br)cn2)n1	1	-3	1	-2	-1	6	1	2	1	-4
COc1ccc(NC2=CC(c3cccc(OC)c3)N(c3ccc(OC)cc3)C2=O)cc1 (stereo not given)	3	-2	-2	1	0	2	3	0	1	9
O=C(CCc1ccccc1)Nc1ccc(NC(=O)c2ccco2)cc1	5	-2	9	3	0	3	6	-9	1	-3
NC(=O)c1ccsc1NC(=O)c1ccc(N2CCCC2=O)cc1	-15	-1	4	3	-1	-7	3	-14	3	12

The results go on:
SMILES	SIAE inh	GC-B act	TDP2 absorb	LEDGF integ inh	PRMT1 inh	ABHD4 inh	TCR CD3 inh	HTRA1 inh	MBD2 DNA inh	rCAG binder
CCCn1c(N)c(C(=O)CSc2nnc(C)n2Cc2ccccc2)c(=O)n(C)c1=O	0	0	1	3	-3	4	11	-1	-2	-4
CC(=O)C1=C(O)C(=O)N(c2ccc(C)cc2)C1c1ccccn1 (stereo not given)	5	4	-4	4	3	5	-7	0	0	2
O=C1NC(=S)N(c2cccc(Cl)c2)C12CCCCC2	3	-2	-2	3	3	-12	-5	4	2	2
Cn1cnc(S(=O)(=O)N2CCCCC2c2cc(C(=O)NCc3ccc(F)cc3)no2)c1 (stereo not given)	-7	5	3	-2	2	2	-5	nt	4	0
COC(=O)C(C)Sc1ccc2nnc(-c3ccccc3)n2n1 (stereo not given)	4	0	3	-2	-3	-1	0	8	1	-1
CCCCCCN1CC(C(=O)OCC)C(=O)C1=O (stereo not given)	0	1	-8	3	-2	8	5	4	1	-1
CC(=O)c1cccc(NC(=O)c2cc(-c3cccs3)on2)c1	-2	-5	15	2	2	4	8	-1	-4	0
Cc1ccc(OCCNS(=O)(=O)c2ccc(N3CCCC3=O)cc2)cc1C	6	-3	-7	5	0	-4	-5	-9	2	0
O=C(CCn1cnnn1)Nc1cccc(F)c1	-1	3	3	-3	5	1	-2	3	6	-2
O=c1c2ccccc2c(-c2ccccc2)nn1-c1ccccn1	1	-1	-2	-2	0	-1	26*	6	6	-1
Cc1cc(C)c(C(=O)NC2CC(C)(C)Cc3c2cnn3-c2ccccc2)o1 (stereo not given)	0	-7	-12	-2	4	-8	-3	-13	-3	-9
CCCNCc1cc(OC)c(OCC(=O)Nc2ccccc2)cc1Br	4	4	-8	1	-2	-2	-5	-9	-1	2
CCN(CC)c1ccc(S(=O)(=O)N2CCOCC2)cc1NC(=O)CSC(=S)N1CCCC1	2	1	-10	-1	10	-5	2	-8	-5	-1
O=C(Nc1ccccc1N1CCOCC1)c1ccc(Cl)nc1	-2	-2	-1	-6	1	2	-4	-6	4	2
O=C(CSc1nnc(C2CCCCC2)o1)Nc1ccccc1Cl	1	-3	14	0	1	-1	2	-6	2	-8
CC(=O)c1c(C)[nH]c(C(=O)OCC(=O)Nc2ccc(C)cc2[N+](=O)[O-])c1C	-3	8	-11	-5	4	5	-3	2	1	4
O=C(N/C(=C/C=C/c1ccccc1)C(=O)N1CCCCC1)c1ccc([N+](=O)[O-])cc1	6	-4	8	1	-1	0	6	-10	0	1
CC1(C)C2CCC13CS(=O)(=O)NC3C2 (stereo not given)	-5	5	-15	-6	2	5	1	12	5	-2
O=c1[nH]nnc2c1ncn2C1OC(CO)C(O)C1O (stereo not given)	6	-1	6	1	-3	8	11	nt	-1	1
Cc1cnc(C(=O)OCc2nc3ccccc3o2)cn1	7	-2	-5	-4	4	-3	-6	0	0	1
COc1ccc(OCC(O)CNCCNc2nccc(C(F)(F)F)n2)cc1 (stereo not given)	3	3	13	3	0	3	7	5	-5	-5
O=C(NCC(c1cccs1)N1CCOCC1)c1ccc(Br)o1 (stereo not given)	-1	1	7	1	7	-11	-1	8	2	2
Cc1cc([N+](=O)[O-])ccc1NCc1ccccc1[N+](=O)[O-]	7	-2	1	-1	1	4	-2	-10	-2	1
CCCC(=O)C1=C(O)C(C(=O)OC)C(C)(C)CC1=Nc1ccc(N)cc1 (stereo not given)	-2	-1	5	0	2	-3	0	-1	3	4
N#Cc1ccc(-c2ccc(OCC(=O)NCC(=O)Nc3ccc(F)c(F)c3F)cc2)cc1	-42	-10	-7	-4	0	-13	-2	-7	0	-2
O=C(Nc1ncccc1O)c1c(O)c2ccccc2[nH]c1=O	8	-4	-8	-2	4	39*	2	2	4	-1
CS(=O)(=O)N(CC(=O)N1CCCC1)C1CCCCC1	-4	2	-14	4	-3	3	-1	2	-4	3
CC(C)Oc1ccc(C(=O)NCC(=O)Nc2ccc3c(c2)CCC3)cc1	-5	-3	-8	0	2	9	-9	0	4	4
COc1ccc(C(=O)OCC(=O)N2CCc3ccccc32)cc1S(=O)(=O)N1CCOCC1	-1	8	5	1	1	-1	8	-5	-1	2
CCc1ccccc1NC(=O)C1(S(=O)(=O)c2ccc(C)cc2)CC1	1	0	-14	3	-6	-7	1	-1	3	-4
COc1ccc(-c2cc3ncnc(Cl)c3s2)cc1	-14	-1	-1	-4	1	11	2	-4	4	9
Cc1ccc(C(=O)N2CCN(c3cc4c(cc3[N+](=O)[O-])n(C)c(=O)n4C)CC2)cc1	3	-5	-9	-3	-1	0	-4	-9	-7	-6
Cc1ccc(SCC(=O)OCC(=O)N(C)C2CCS(=O)(=O)C2)cc1C (stereo not given)	13	0	8	-1	2	-1	-6	0	6	-4
CC(C)(C)C(=O)N1CCC(O)(CS(=O)(=O)Cc2ccccc2)CC1	10	4	1	-5	-3	2	2	0	0	-2
Cc1nnc(NC(=O)CSc2ccc(-c3ccc(Cl)cc3)nn2)s1	-21	-12	2	1	6	-4	6	3	-4	3
O=S(=O)(c1ccc(NC2CCCCC2)cc1)N1CCOCC1	1	4	-1	0	1	0	0	-6	1	-7
COCCCNC(=O)CCCCCNS(=O)(=O)c1ccc(Br)cc1	-5	-2	7	-2	4	1	7	-4	2	0
CCN(CC(=O)NC(C)C)C(=O)c1ccc(S(=O)(=O)N(C)c2ccccc2OC)cc1	-5	0	12	-1	0	5	4	1	-1	-3
COc1ccc(Cl)cc1NC(=O)c1ccccc1C	-4	1	0	-1	1	-6	-8	-5	1	-1
Cc1ccc(CNC2CCCCC2)s1	2	-10	10	-2	0	8	-1	1	3	-1
Cc1[nH]c2ccccc2c1C(=O)C(=O)NCCc1c[nH]c2ccccc12	5	-5	11	1	3	1	1	-7	-4	7
COc1ccc(OC)c(CNC(=O)CCn2c(=O)c3cccn3c3ccc(F)cc32)c1	-3	-2	1	-2	-1	0	-2	-2	2	0
Cc1ccc(-n2c3c(cc(C(=O)NCc4ccco4)c2=O)C(=O)CCC3)cc1	-2	-2	-8	-4	3	6	-10	8	6	-8
C=CCN(CC=C)C(=O)C1CCC(C(=O)N(CC=C)CC=C)CC1 (stereo not given)	-1	-1	-15	-3	-3	0	0	3	0	-6
O=C1C=C(NC2CC2)C2(CCCCC2)O1	-6	1	3	-4	-2	5	5	-4	0	-1
O=C(O)CSc1nnc(Cc2cccc3ccccc23)n1-c1cc(C(F)(F)F)cc(C(F)(F)F)c1	4	3	6	3	2	-4	15	-2	3	27
O=C1C=C(c2ccc(Cl)cc2)C(=O)N1Nc1ccccc1	8	-7	23	1	14	22	1	-5	0	9
N#CC1(NC(=O)COC(=O)/C=C/c2ccc3ccccc3n2)CCCCC1	-2	0	-9	0	-1	-5	1	2	1	7
COc1c(O)cccc1[C@@H](O)C1CCN(CCc2ccc(F)cc2)CC1	-4	-6	6	-1	36*	8	-13	3	4	-49

High-throughput results from PubChem BioAssay.

Only part of the results is shown; rates above refer to the full screens.
